TTR transcr act = increases transthyretin transcription; SH-SY5Y TTR promoter Gaussia luciferase, luminescence; 100% = recombinant luciferase protein wells; activation, % at 16.7 µM; 1.3% of 92,000 active; AID 1117267;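 active = activation above the mean of all tested compounds plus 3 SD, cut at about 9.5% in these data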;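 note: cells exposed to compounds for one day before reading; 0% = median of all test compound wells on the plate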
Numbers without * were called inactive.

SMILES | TTR transcr act
CCN(CC)CCCNc1nc(N)c([N+](=O)[O-])c(NCCO)n1 | 5.0
N/C(=N\OC(=O)CCCOc1ccccc1)c1ccccn1 | 0.0
COC(=O)C1=C(C)N(C)C(=S)NC1c1ccc(Cl)cc1 (stereo not given) | 1.9
CSc1sc(C(=O)OC(C)C)c2c1C(=O)CC(C)(C)C2 | 0.1
CC(C)CC1NC(=O)N(CC(=O)Nc2cc(S(=O)(=O)N3CCOCC3)ccc2Cl)C1=O (stereo not given) | -1.5
CC(=O)CSc1nc2ccccc2s1 | 2.8
COC(=O)CNC(c1ccccc1)c1cc(Br)ccc1N (stereo not given) | 1.2
CS(=O)(=O)NC1c2cccc3cccc(c23)C1N1CCOCC1 (stereo not given) | 8.3
CCCn1c(NC(=O)c2ccc(Br)cc2)nc2ccccc21 | -0.4
COC(=O)c1cc2n(n1)CCCNC2=O | -0.7
CC(C)S(=O)(=O)c1csc(NC(=O)Nc2cccc([N+](=O)[O-])c2)c1Cl | 0.7
c1nc(NCC2CCCC2)c2cc(-c3ccc4c(c3)OCO4)ccc2n1 | -1.2
O=C(CSc1cccc[n+]1[O-])c1ccc(Cl)cc1 | 2.3
CC(C)Cc1nc(Cl)c(C#N)c2c1CCCC2 | 0.0
CN(C)CCCNC(=S)N(CCCN(C)C)Cc1cc2cc3c(cc2[nH]c1=O)OCO3 | -0.8
CCc1nnc(SCC(=O)Nc2ccc(N3CCOCC3)cc2)n1C | 0.8
CNC(=O)c1nc(C)n(-c2ccc(Cl)cc2Cl)n1 | -2.5
CC1(C)CC2(CCO1)N1CC3(C)CN2CC(C)(C1)C3O (stereo not given) | 2.3
CC(C)CCNC(=O)C(c1ccco1)N(C(=O)Cn1nnc2ccccc21)c1ccc2c(c1)OCO2 (stereo not given) | 1.9
COCCn1c(SCC(=O)NC(=O)NCc2ccccc2)nc2ccccc2c1=O | 0.0
O=C(Nc1cc(C(F)(F)F)ccc1N1CCCC1)c1cccnc1 | 1.9
COc1nc(Cc2ccc(Cl)cc2)nc2ccccc12 | 4.1
O=C(Cn1c2c(c(=O)n3ncnc13)CCC2)N/N=C/c1ccc(Cl)cc1 | -1.4
CCCn1c(N)c(C(=O)CSc2nnc(Cc3cccs3)n2C2CC2)c(=O)n(C)c1=O | 0.4
Cc1cc(C)n(CCC(=O)N=Nc2c(O)[nH]c3ccc(Br)cc23)n1 | -0.8

Further results:
SMILES | TTR transcr act
C/C(=N\NC(=O)c1cccc2ccccc12)c1cccs1 | 2.9
COc1ccc(/C=C(\C#N)C(=O)Nc2ccc3[nH]c(=O)[nH]c3c2)cc1 | -0.6
CCn1cnc2c1c(=O)n(CC(=O)Nc1ccc3c(c1)OC(F)(F)O3)c(=O)n2Cc1ccccc1 | -0.5
CCCOC(=O)c1ccc(Oc2cn[nH]c2-c2ccc(OC)cc2O)cc1 | -6.2
Cc1nnc(SCc2c(Cl)cccc2[N+](=O)[O-])s1 | -1.3
COc1ccc(/C=N/NC(=O)CC(=O)NC2CCCCC2)cc1 | 0.9
CC(Oc1ccc(Cl)cc1Cl)C(=O)NCCCN1CCOCC1 (stereo not given) | 3.8
CC(=O)c1ccc(N2CCN(C(=S)Nc3ccc(Oc4ccccc4)cc3)CC2)cc1 | -4.7
COc1ccc(/C=N/NC(=O)COc2cc(C)cc(C)c2)cc1COC(C)=O | 1.2
COC(=O)c1cccc(C23CC4(C2)[C@H](CN(Cc2ccc(-c5ccccc5)cc2)[C@@H]4c2ccccc2)C3c2ccccc2)c1 (stereo not given in full) | 7.6
CC(C)=C(NC(=O)c1ccccc1)C(=O)NCc1ccccc1 | 2.2
COc1ccc2cc(-c3nc4ccccc4n3C)c(=O)oc2c1 | 0.9
Cn1c(NC(=O)c2ccccc2F)cc(=O)n(C)c1=O | 2.4
CCOC(=O)C(Cc1ccccc1)C(=O)Nc1nccs1 (stereo not given) | -1.1
COc1ccc(-c2cc3cc(-c4cc(OC)c(OC)c(OC)c4)ccc3o2)cc1 | -0.6
C=C[C@@H]1c2cccc(C)c2N(S(=O)(=O)c2ccc(C)cc2)[C@H](c2ccccc2)C1(C#N)S(=O)(=O)c1ccccc1 (stereo not given in full) | 4.2
COC(=O)[C@@H](Cc1ccccc1)NC(=O)[C@H]1O[C@@H](n2cnc3c(N)ncnc32)[C@H](O)[C@@H]1O | 5.6
COCCNC(=O)Cn1cc(C(=S)N2CCCCC2)c2ccccc21 | 0.7
O=C(Nc1ccc(Cl)c(Cl)c1)OCCNC(=O)c1ccncc1 | -0.5
COC(=O)c1ccccc1NC(=O)c1cccc(COc2ccccc2Cl)c1 | 2.7
C=C(C)C1CC=C(C)/C(=N/NC(=O)c2ccc(NC(=O)CCC)cc2)C1 (stereo not given) | -1.6
C=C(C)Cn1c(N2CCCC2)nc2c1c(=O)[nH]c(=O)n2C | 1.2
COC(=O)c1scc(C)c1NS(=O)(=O)c1ccc(NC(C)=O)cc1 | 0.7
CCC(C)NC(=O)CCSc1ccc(C)cc1 (stereo not given) | -1.8
COc1ccc(CCC(=O)c2ccc(OC)cc2)cc1 | -0.5

More records follow:
SMILES | TTR transcr act
CC(C)(C)[C@H]1CCC(=O)N([C@H](CC#N)Cc2ccccc2)CC1 | -0.3
CC(=O)c1c(C)[nH]c(C(=O)CSc2nnc(C3CCCCC3)n2N)c1C | -0.9
Cc1occc1C(=O)N/N=C/c1c(O)ccc2ccccc12 | -1.0
COc1ccc(/C=C/C2=Nc3ccccc3NC(C)(C)C2)cc1OC | 0.1
CCCCCN(C(=O)CCC(=O)OCC(=O)N(CC)C1CCCCC1)c1c(N)n(CCCC)c(=O)[nH]c1=O | -0.2
CC(=O)Nc1ccc(S(=O)(=O)N(C)CC(=O)OCC(=O)c2cc(C)n(-c3ccc4c(c3)OCO4)c2C)cc1 | 0.3
O=S(Cc1ccc(Br)cc1)Cc1nnc(SCc2ccc(Br)cc2)n1-c1ccccc1 (stereo not given) | -2.2
O=S(=O)(Nc1nc2ccccc2nc1Nc1ccc2c(c1)OCO2)c1ccccc1 | -1.0
CN(CC(=O)Nc1ccc(F)cc1)c1ccc(S(=O)(=O)N2CCCCC2)cc1[N+](=O)[O-] | 0.0
Cc1ccc2c(Cl)c(C(=O)NC3CC3)sc2c1 | 1.3
CC(C)CN1C2CCCC1CC(NC(=S)NCc1ccco1)C2 (stereo not given) | 0.7
CCCc1nnc(NC(=O)CCC(=O)NCc2ccccc2OC)s1 | 1.0
O=C1NCC(Nc2ccc(Cl)cc2)C(=O)N1 (stereo not given) | 0.4
CC(C)N=C1SC(CC(=O)Nc2ccccc2)C(=O)N1C(C)C (stereo not given) | 3.4
O=C1C(=O)N(CC2CCCO2)C(c2ccco2)/C1=C(/O)c1ccc(F)cc1 (stereo not given) | -1.1
CC[n+]1c(/C=C/c2ccc(OC(C)=O)c(OC)c2)ccc2ccccc21 | -0.9
CCOC(=O)CSc1nnc(C)c(C)n1 | -1.1
COCCNC(=O)CN1CCN(Cc2cccc(Cl)c2)C1=O | 2.8
O=C(CCNC(=O)c1ccco1)Nc1ccccc1OC(F)F | 0.8
CCCn1c(C(O)c2ccc(C)cc2)nc2ccccc21 (stereo not given) | 0.5
CCCCNC(=O)c1onc(CSc2ccccc2C)c1C(=O)O | 1.7
CCOC(=O)C1C(=O)NC(C(=O)OCC)(C(=O)OCC)C1CC (stereo not given) | 3.6
CN(C(=O)c1cccc(NC(=O)Cc2ccc(NC(=O)C3CCCN(C(=O)c4ccccc4)C3)cc2)c1)C1CCCCC1 (stereo not given) | -3.1
Cc1ccc(-c2csc3ncnc(N4CCc5ccccc5C4)c23)cc1 | 2.8
O=C(CSc1nnc(NC(=O)c2ccco2)s1)NCc1ccc2c(c1)OCO2 | 20.6*

Reprinted from above for reference:
SMILES | TTR transcr act
CCCCCN(C(=O)CCC(=O)OCC(=O)N(CC)C1CCCCC1)c1c(N)n(CCCC)c(=O)[nH]c1=O | -0.2
CC(=O)Nc1ccc(S(=O)(=O)N(C)CC(=O)OCC(=O)c2cc(C)n(-c3ccc4c(c3)OCO4)c2C)cc1 | 0.3
O=S(Cc1ccc(Br)cc1)Cc1nnc(SCc2ccc(Br)cc2)n1-c1ccccc1 (stereo not given) | -2.2
O=S(=O)(Nc1nc2ccccc2nc1Nc1ccc2c(c1)OCO2)c1ccccc1 | -1.0
CN(CC(=O)Nc1ccc(F)cc1)c1ccc(S(=O)(=O)N2CCCCC2)cc1[N+](=O)[O-] | 0.0
Cc1ccc2c(Cl)c(C(=O)NC3CC3)sc2c1 | 1.3
CC(C)CN1C2CCCC1CC(NC(=S)NCc1ccco1)C2 (stereo not given) | 0.7
CCCc1nnc(NC(=O)CCC(=O)NCc2ccccc2OC)s1 | 1.0
O=C1NCC(Nc2ccc(Cl)cc2)C(=O)N1 (stereo not given) | 0.4
CC(C)N=C1SC(CC(=O)Nc2ccccc2)C(=O)N1C(C)C (stereo not given) | 3.4
O=C1C(=O)N(CC2CCCO2)C(c2ccco2)/C1=C(/O)c1ccc(F)cc1 (stereo not given) | -1.1
CC[n+]1c(/C=C/c2ccc(OC(C)=O)c(OC)c2)ccc2ccccc21 | -0.9
CCOC(=O)CSc1nnc(C)c(C)n1 | -1.1
COCCNC(=O)CN1CCN(Cc2cccc(Cl)c2)C1=O | 2.8
O=C(CCNC(=O)c1ccco1)Nc1ccccc1OC(F)F | 0.8
CCCn1c(C(O)c2ccc(C)cc2)nc2ccccc21 (stereo not given) | 0.5
CCCCNC(=O)c1onc(CSc2ccccc2C)c1C(=O)O | 1.7
CCOC(=O)C1C(=O)NC(C(=O)OCC)(C(=O)OCC)C1CC (stereo not given) | 3.6
CN(C(=O)c1cccc(NC(=O)Cc2ccc(NC(=O)C3CCCN(C(=O)c4ccccc4)C3)cc2)c1)C1CCCCC1 (stereo not given) | -3.1

The results go on.
SMILES | TTR transcr act
O=C(Cn1nnc2ccccc2c1=O)NCC1CCC(C(=O)O)CC1 (stereo not given) | -1.4
COC(=O)CCC(=O)NNC(=O)CCCOc1ccc(Cl)cc1Cl | 3.8
O=C(NNC(=S)Nc1ccc(Br)cc1)c1ccc(N2CCOCC2)c([N+](=O)[O-])c1 | 3.5
COC(=O)c1ccc(Oc2cc(C)nc(Cl)n2)cc1 | -0.7
COCc1[nH]c(=S)c(C#N)cc1C(=O)OC | 1.9
O=c1nc2cccc3c2=c(/c1=C(\O)c1ccccc1)c1ccccc1c3=O | -0.7
Cc1ccccc1OCCn1c(=S)[nH]c2ccccc21 | -1.3
Cn1ccc2c(-c3ccc(F)nc3)cc3c(c21)C1CCC3O1 (stereo not given) | 2.3
Cn1c(CN2CCCCC2)nc2cc(NS(=O)(=O)c3ccc(F)cc3)ccc21 | -0.1
Cc1nc2c(c(=O)n1CCC1=CCCCC1)c1nc3ccccc3nc1n2/N=C/c1ccco1 | -1.4
CCOC(=O)CSc1nnc2c3ccccc3n(CC)c2n1 | 1.2
O=C(Nc1ccc(Cl)cc1C(=O)c1ccccn1)c1ccccc1 | -0.3
NS(=O)(=O)c1ccc(NC(=O)CN2CCN(S(=O)(=O)/C=C/c3ccccc3)CC2)cc1 | -1.1
COc1ccc(CCNC2CC(C)N(C)CC2C)cc1OC (stereo not given) | 4.8
CCOc1ccc(NCc2nnc(SCc3ccccc3Cl)n2-c2ccccc2)cc1 | -1.8
CC1(c2nc3ccccc3[nH]2)CCC(=O)N1Cc1ccc(F)cc1 (stereo not given) | 1.1
N#Cc1ccc(OCC(=O)NNC(=S)NC2CCCCC2)cc1 | 1.6
Cc1c(NC(=O)CSc2ccc3ccccc3n2)c(=O)n(-c2ccccc2)n1C | 0.6
O=C(NCCCN1CCCC1=O)c1ccc2c(=O)n(-c3ccccc3F)c(=S)[nH]c2c1 | -0.4
CCOC(=O)C1CCN(S(=O)(=O)c2ccc(-c3cc(C(F)(F)F)n(C)n3)s2)CC1 | 0.3
Cc1ccc(CNc2cnccn2)cc1 | 2.4
O=S1(=O)CCN(Cc2ccccn2)CC1 | -0.2
Cc1ccc([C@@H]2C[C@H]3[C@@H](CN2S(=O)(=O)c2ccc(C)cc2)C(=O)C[C@@H](c2ccccc2)N3S(=O)(=O)c2ccc(C)cc2)cc1 | 0.3
Cc1ccc(C)c(N2CCN(C(=O)CCc3nc(-c4cccc(Cl)c4)no3)CC2)c1 | 0.7
CC(C)Nc1ccc(C(CC(N)=O)NC(=O)c2ccc(Br)cc2)cc1[N+](=O)[O-] (stereo not given) | -2.7

Next section
SMILES | TTR transcr act
O=C(NCc1ccc(Cl)cc1)C1CCC(CNc2c(N3CCCCC3)c(=O)c2=O)CC1 (stereo not given) | 0.6
CC(=O)Cc1nsc(NC(=O)c2cc(-c3cccc(C(F)(F)F)c3)oc2C)n1 | 5.3
Cc1ccc(NC(=O)c2ccc(-c3nn(C)c(=O)c4ccccc34)cc2)c(C)c1 | -1.7
O=C(c1cccc(F)c1)N1CCCc2ccccc21 | -2.1
Cc1cccc(C)c1N(CC(=O)N1CCN(c2ccccc2F)CC1)S(C)(=O)=O | -0.1
CCNC(=O)C1CCCN1S(=O)(=O)c1ccc(OC)cc1 (stereo not given) | -0.3
c1ccc(-c2ccc3c(c2)c2c4n3CCN=C4CCC2)cc1 | -1.1
CCCCNC(=O)c1ccc2nc(CC)c(N(C)Cc3ccc(OC)cc3)n2c1 | -1.3
CC[C@H](C)C(=O)N[C@H]1CCCN1C(=O)/C=C/c1ccccc1 | -3.4
COc1ccccc1Cn1c(=S)[nH]c2cc(C(=O)NCCN3CCOCC3)ccc2c1=O | -1.1
Cc1ccc(C)n1-c1ccsc1C(=O)CC#N | 0.1
CC(NS(=O)(=O)c1ccc(F)cc1)C(c1cccs1)N1CCN(C)CC1 (stereo not given) | 1.6
CCN1C(=Nc2ccc(Cl)cc2)SC/C1=C\C(=O)OC | 1.7
O=C(Cn1ccc2ccccc2c1=O)NCCC(=O)Nc1cccnc1 | -1.4
Cc1cccc2cc(C#N)c(NCc3ccccc3)nc12 | 1.4
Cc1ccc2cc3c(NC(=O)C(C)C)nn(C)c3nc2c1 | 5.3
CC1CC(C)CN(c2ncnc3c2cnn3C)C1 (stereo not given) | -0.3
CCn1c(SCC(=O)NC2=NCCS2)nnc1C(C)NC(=O)c1ccccc1F (stereo not given) | -0.8
C[N+](C)(C)C/C=C1/COCO1 | 9.4
CCCc1nnc(NC(=O)c2ccncc2)s1 | -1.0
O=C(Nc1ccccc1)C(CCCCN1C(=O)c2ccccc2C1=O)N1C(=O)c2ccccc2C1=O (stereo not given) | 5.5
O=C(NCc1ccc(F)cc1)C1CCN(S(=O)(=O)N2CCCC2)CC1 | 1.9
O=C(c1ccc(Cn2c(=O)[nH]c3ccccc3c2=O)cc1)N1CCN(c2ccccc2)CC1 | -0.2

These rows are one share of the data, so the mix of outcomes need not match the whole.
